NSD2 inh: NSD2 (human) methyltransferase inhibition; O96028; NSD2 peptide methylation, AlphaScreen, 120 min; inhibition, % at 12.5 µM; 310,000 compounds, 0.54% hits; AID 743445; in the data active = inhibition above about 50%
CDK5 inh: CDK5/p35 (human) kinase inhibition | Q00535+Q15078 | Recombinant CDK5/p35, ADP-Glo luminescence, 60 min | inhibition, % at 10 µM | 330,000 compounds, 0.01% hits;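 active = highest replicate inhibition of at least 50% and at least 75% of replicates reaching 50%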;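 also: plate controls were DMSO neutral control for no effect and GW8510 at 10 µM for full effect; many of its hits are not listed in these tables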
HTR5A inv ag: HTR5A inverse agonism, opioid heterodimer counter-screen. HTR5A cell line, luminescence. inhibition, % at 9.3 µM. 340,000 compounds, 0.083% hits; in the data active = inhibition mostly above about 23%, no sharp cut-off; inactive = mostly below about 18%;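 also: 0% = cells with DMSO and 100% = no-cell wells with DMSO; some compounds called inactive have numbers as strong as hits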
Target sequence (P47898 whole entry, looked up): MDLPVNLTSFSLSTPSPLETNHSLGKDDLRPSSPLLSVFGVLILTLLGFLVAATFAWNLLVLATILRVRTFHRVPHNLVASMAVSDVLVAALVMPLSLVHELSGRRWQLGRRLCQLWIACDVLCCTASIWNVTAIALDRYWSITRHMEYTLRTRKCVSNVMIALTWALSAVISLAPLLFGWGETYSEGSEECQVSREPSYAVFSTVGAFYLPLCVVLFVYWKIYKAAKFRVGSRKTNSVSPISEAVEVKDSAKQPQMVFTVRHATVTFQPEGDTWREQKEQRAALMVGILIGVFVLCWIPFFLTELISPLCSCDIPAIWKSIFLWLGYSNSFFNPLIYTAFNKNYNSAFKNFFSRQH
SR-BI DiI inh: mouse SR-BI HDL lipid transfer inhibition. 320,000 compounds, 0.96% hits. ldlA[mSR-BI] CHO cells, DiI-HDL uptake fluorescence, 3 h. Q61009. inhibition, % at 12.5 µM;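 active = mean replicate inhibition of at least 70% and a set share of replicates each scoring 70 or more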;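 also: 0% = median of neutral control wells and 100% = median of positive control wells; values of inactives mirror those of a sister screen read the other way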
HTR5A ag ctr: counter-screen for OPRM1-OPRD1 agonists: human HTR5A agonism. activation, % at 9.3 µM. 340,000 compounds, 0.61% hits. HTR5A agonist assay, luminescence, cell-based. AID 504692; in the data active = activation mostly above about 9.5%, no sharp cut-off; inactive = mostly below about 7.6%;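 also: 0% = cells with vehicle only and 100% = reference agonist; strong numbers were not always called active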
V-ATPase pHluor: regulators of yeast V-ATPase proton transport. S. cerevisiae, pHLuorin cytosolic pH fluorescence. response, % at 10 µM. 350,000 compounds, 0.37% hits. AID 504577; in the data active = response mostly above about 7.3%, no sharp cut-off; inactive = mostly below about 5.4%; also: actives read high; inactives centre near 0; some compounds called inactive have numbers as strong as hits; reference of the scale not given here
dFosB act: activators of mouse delta FosB homodimer | activation, % at 25 µM | P13346 | 340,000 compounds, 0.99% hits | purified delta FosB, TAMRA-CDK5 oligo fluorescence polarization; percent of positive-control signal above neutral wells;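 active = mean activation above about 17%, with every replicate also reaching it, limit read from the data, passing the limit was not always enough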;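 also: fluorescence polarization rise as delta FosB binds a TAMRA Cdk5 AP-1 oligo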
Target sequence (P13346 whole entry, looked up): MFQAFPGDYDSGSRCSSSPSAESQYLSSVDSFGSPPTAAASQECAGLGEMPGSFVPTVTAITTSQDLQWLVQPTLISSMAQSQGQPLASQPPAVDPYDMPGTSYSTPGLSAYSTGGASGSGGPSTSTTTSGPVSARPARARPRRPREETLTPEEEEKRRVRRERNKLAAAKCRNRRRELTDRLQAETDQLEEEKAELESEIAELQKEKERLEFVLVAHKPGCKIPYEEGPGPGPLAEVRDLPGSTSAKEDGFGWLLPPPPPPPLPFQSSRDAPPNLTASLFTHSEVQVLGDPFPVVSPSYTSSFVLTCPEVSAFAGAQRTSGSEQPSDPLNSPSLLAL
Wnt act: activates Wnt/beta-catenin signaling in a reporter cell assay. AID 743398. 300,000 compounds, 1.2% hits. activation, % at 9.35 µM. activator, plate reader; in the data active = activation above about 30%, passing the limit was not always enough;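 also: 0% = neutral control wells and 100% = positive control wells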
MITF act: activators of MITF-driven TRPM1 promoter activity in SK-MEL-5 cells | SK-MEL-5 TRPM1-promoter luciferase, 24 h; % of positive control, neutral wells = 0 | activation, % at 12.5 µM | 300,000 compounds, 0.75% hits | AID 588334;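 active = mean activation of at least 80% with every replicate also reaching 80%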;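 also: 0% = neutral control wells and 100% = parthenolide positive control wells; values of inactives mirror those of a sister screen read the other way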
PvdQ acylase: blocks Pseudomonas aeruginosa PvdQ acylase activity. inhibition, % at 10 µM. 340,000 compounds, 0.063% hits. purified PvdQ acylase, fluorescence plate reader; in the data active = inhibition above about 30%, passing the limit was not always enough;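 also: 0% = vehicle neutral wells and 100% = reference inhibitor wells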
The depositor's hits bear a star; nt = no result given.

Every second line gives: NSD2 inh | CDK5 inh | HTR5A inv ag | SR-BI DiI inh | HTR5A ag ctr | V-ATPase pHluor | dFosB act | Wnt act | MITF act | PvdQ acylase
O=C(COC(=O)/C=C/c1cccc([N+](=O)[O-])c1)NCc1ccco1
→ 2 | -2.1 | 0 | -18 | 0 | 0 | -3 | 0 | 22 | -12
COc1ccccc1C(=O)NCCC(=O)Nc1ncccc1C
→ -2 | 4.1 | -2 | -24 | 8 | 2 | 0 | 0 | 3 | -5
CCN(CC)CCCNC(=O)c1cc2c(-c3ccc(Cl)cc3)nn(C)c2s1
→ nt | 2.8 | -9 | 63 | 3 | 4 | -32 | -4 | -17 | 9
CCSc1nnc(SCC(=O)N2CCN(C(=O)c3ccco3)CC2)s1
→ 2 | -1.3 | 15 | 5 | -1 | 2 | 2 | -2 | -4 | -17
CC(=O)Nc1ccc(NC(=O)CN2CCN(c3ccccn3)CC2)cc1
→ -3 | -0.1 | 0 | 4 | 0 | -2 | 3 | -2 | 0 | -14
O=C(NC1CCN(S(=O)(=O)c2ccccc2)CC1)c1ccc(F)cc1
→ -2 | -0.2 | 18 | 10 | -6 | 4 | -10 | 1 | 2 | -1
COc1ccc(NC(=O)c2ccc(-c3ccc(C)c4ccccc34)o2)cc1
→ nt | -0.5 | -31 | nt | 10 | 2 | 4 | 11 | 9 | -7
COc1ccc(C(=O)N/C(=C\c2cn(C)c3ccccc23)C(=O)NCCCN2CCOCC2)cc1
→ 11 | -0.1 | 6 | 4 | 1 | -5 | -15 | -3 | -2 | 7
COc1ccc(CC(=O)Nc2cc(S(=O)(=O)N3CCCCC3)ccc2N2CCN(C)CC2)cc1
→ 1 | 1.9 | 2 | -17 | 4 | -2 | 5 | 0 | -4 | -10
CCOc1cccc(CNCCO)c1OCc1ccc(Cl)cc1Cl
→ 6 | -1.4 | -1 | -19 | 0 | -4 | -12 | -1 | 22 | -6
CCCN(C(=O)COC(=O)Cn1c(=O)oc2ccccc21)c1c(N)n(Cc2ccccc2)c(=O)[nH]c1=O
→ -1 | 0.5 | -15 | -22 | 0 | -5 | -15 | 0 | -8 | 4
CN1CCN(NC(=O)c2ccc(Cl)c([N+](=O)[O-])c2)CC1
→ -1 | -0.1 | -8 | 0 | 3 | 0 | 2 | nt | -10 | -7
Cc1ccc(C(=O)OCC(=O)NCC(F)(F)F)cc1C
→ -1 | 0.1 | 6 | -18 | 6 | -2 | 8 | 0 | 8 | 8
CCS(=O)(=O)c1ccc2c(c1)N(S(=O)(=O)c1ccc(C)cc1)CC(C(=O)O)O2 (stereo not drawn)
→ -2 | -4.9 | 1 | -10 | 0 | 0 | -5 | 0 | 6 | -9
COc1cccc(CNC(=O)Cc2nc3nc(C)cc(C)n3n2)c1
→ -1 | -0.9 | 14 | -34 | -2 | 2 | -1 | -8 | 3 | -12
O=C(CCCN1Cc2ccccc2C1)c1ccc(F)cc1
→ 9 | 1.4 | 7 | -24 | -1 | 3 | 7 | 0 | 26 | -3
COC(=O)c1ccc(NC(=O)C(=O)c2cn(CC(=O)N3CCOCC3)c3ccccc23)cc1
→ 1 | 0.3 | -8 | 5 | 2 | -5 | 8 | -2 | 2 | 1
CCOC(=O)Cn1c(=NC(=O)c2cc(-c3cccs3)nc3ccccc23)sc2cc(S(N)(=O)=O)ccc21
→ -5 | 0.3 | -21 | -31 | 8 | 1 | -6 | -20 | 8 | 13
CC(NCC1COc2ccccc2O1)C1COc2ccccc2O1 (stereo not drawn)
→ -1 | -1.8 | -18 | 16 | 5 | -3 | -4 | 1 | -1 | -16
O=C(CCNC(=O)c1ccc(Cl)cc1)Nc1c(F)c(F)cc(F)c1F
→ -2 | 0.5 | -21 | -38 | 0 | 0 | 5 | nt | -11 | 2
CN(C(=O)c1cccc(NC(=O)Cc2ccc(NC(=O)C3CCCN(C(=O)C4CCCC4)C3)cc2)c1)C1CCCC1 (stereo not drawn)
→ nt | 0.4 | 15 | 68 | -4 | 0 | -10 | -2 | -7 | -2
COc1ccc(N2C(=O)CSC2c2ccc(F)c(F)c2)cc1 (stereo not drawn)
→ -3 | 1.3 | -7 | 6 | 2 | 4 | 0 | 0 | -7 | -24
COc1ccc(-n2c(Cc3cccn3C)nnc2SCC(=O)NC2CCCCC2)cc1
→ nt | -1.6 | 33* | -26 | -12 | -1 | -3 | -4 | nt | -3
Cc1nc2cc(CC(=O)O)ccc2o1
→ 0 | -1.5 | 0 | -10 | 1 | -2 | 5 | -5 | -6 | 2
CCN(Cc1ccccc1)S(=O)(=O)c1ccc(C(=O)N(CCCN(C)C)c2nc3cc(C)cc(C)c3s2)cc1
→ 0 | -0.6 | -26 | -7 | 11 | -3 | 5 | -6 | -89 | -1
CC(C)(C)NCC(O)COc1c(F)cc(Br)cc1F (stereo not drawn)
→ -3 | 0.5 | -10 | -18 | 0 | -6 | 13 | -4 | -10 | -2
O=c1[nH]c(=O)n(Cc2ccco2)c2c1C(C(F)(F)F)(C(F)(F)F)N=C(c1ccc(F)cc1)N2
→ -3 | 1.3 | -5 | -3 | 0 | -4 | -1 | nt | nt | 4
CCCN1CCC(NC(=O)c2cccc(Oc3ccccc3)c2)CC1
→ 13 | -0.6 | -48 | -8 | 4 | -5 | -1 | -4 | 1 | -2
Cc1cccc(-c2nc(CN3CCN(C(=O)C4CCCO4)CC3)cs2)c1 (stereo not drawn)
→ -2 | -1.9 | -35 | -18 | 0 | 0 | 8 | 4 | -1 | 5
CCN1C(=O)N(CC)C2C1N(C(C)=O)C(=O)N2C(C)=O (stereo not drawn)
→ 1 | -0.1 | -18 | -18 | -2 | 3 | 4 | nt | -11 | -3

Results in dFosB act and CDK5 inh, for two of the compounds above:
mol	dFosB act	CDK5 inh
CC(NCC1COc2ccccc2O1)C1COc2ccccc2O1 (stereo not drawn)	-4	-1.8
O=C(CCNC(=O)c1ccc(Cl)cc1)Nc1c(F)c(F)cc(F)c1F	5	0.5

Whole records from above. Screens in order: NSD2 inh, CDK5 inh, HTR5A inv ag, SR-BI DiI inh, HTR5A ag ctr, V-ATPase pHluor, dFosB act, Wnt act, MITF act, PvdQ acylase
CCS(=O)(=O)c1ccc2c(c1)N(S(=O)(=O)c1ccc(C)cc1)CC(C(=O)O)O2 (stereo not drawn) is listed as -2, -4.9, 1, -10, 0, 0, -5, 0, 6, -9
CN(C(=O)c1cccc(NC(=O)Cc2ccc(NC(=O)C3CCCN(C(=O)C4CCCC4)C3)cc2)c1)C1CCCC1 (stereo not drawn) is listed as nt, 0.4, 15, 68, -4, 0, -10, -2, -7, -2
CCCN(C(=O)COC(=O)Cn1c(=O)oc2ccccc21)c1c(N)n(Cc2ccccc2)c(=O)[nH]c1=O is listed as -1, 0.5, -15, -22, 0, -5, -15, 0, -8, 4

An excerpt of these results, as a markdown table:
| Structure | NSD2 inh | CDK5 inh | HTR5A inv ag | SR-BI DiI inh | HTR5A ag ctr | V-ATPase pHluor | dFosB act | Wnt act | MITF act | PvdQ acylase |
| --- | --- | --- | --- | --- | --- | --- | --- | --- | --- | --- |
| COc1cccc(CNC(=O)Cc2nc3nc(C)cc(C)n3n2)c1 | -1 | -0.9 | 14 | -34 | -2 | 2 | -1 | -8 | 3 | -12 |
| COc1ccccc1C(=O)NCCC(=O)Nc1ncccc1C | -2 | 4.1 | -2 | -24 | 8 | 2 | 0 | 0 | 3 | -5 |
| CCN1C(=O)N(CC)C2C1N(C(C)=O)C(=O)N2C(C)=O (stereo not drawn) | 1 | -0.1 | -18 | -18 | -2 | 3 | 4 | nt | -11 | -3 |

(more compounds)
Labels used below – A = NSD2 inh; B = CDK5 inh; C = HTR5A inv ag; D = SR-BI DiI inh; E = HTR5A ag ctr; F = V-ATPase pHluor; G = dFosB act; H = Wnt act; I = MITF act; J = PvdQ acylase
CC(C)C(C)NC(=O)CN1C(=O)NC2(CCc3ccccc3C2)C1=O (stereo not drawn)
  A = -2 | B = 1.4 | C = -3 | D = 13 | E = 1 | F = 2 | G = 0 | H = -1 | I = -4 | J = 6

O=C(COc1cc(F)ccc1[N+](=O)[O-])Nc1ccc2c(c1)OCO2
  A = 1 | B = -0.5 | C = 1 | D = -2 | E = -1 | F = -1 | G = 4 | H = 22 | I = 65 | J = 8

O=C(NCc1ccc(F)cc1)c1cnc(Cl)c(Cl)c1
  A = -2 | B = 0.6 | C = -6 | D = nt | E = 5 | F = 1 | G = -2 | H = -3 | I = 36 | J = -11

COc1cc2c(cc1OC)C(c1ccccc1F)OC(=O)C2 (stereo not drawn)
  A = 0 | B = 1.6 | C = 9 | D = -46 | E = 4 | F = -3 | G = -8 | H = -2 | I = 11 | J = -9

Fc1ccc(/C=C\c2nccc3c2[nH]c2ccccc23)cc1
  A = -6 | B = -0.1 | C = -17 | D = 63 | E = 8 | F = 0 | G = nt | H = 3 | I = 0 | J = -3

COc1ccccc1NC(=O)/C(=N/OCc1ccc(C#N)cc1)C(C)=O
  A = -1 | B = -1.0 | C = nt | D = 23 | E = nt | F = 1 | G = -5 | H = -1 | I = 7 | J = -14

O=C(COC(=O)c1cc[n+]([O-])cc1)Nc1ccc([N+](=O)[O-])cc1Cl
  A = -2 | B = -0.6 | C = -15 | D = -11 | E = -3 | F = -1 | G = -5 | H = 0 | I = -2 | J = -12

CCN1CCN(S(=O)(=O)c2ccc(C(=O)Nc3ccccc3)cc2)CC1
  A = -1 | B = 0.4 | C = -27 | D = -5 | E = 1 | F = 3 | G = -9 | H = 0 | I = 2 | J = -11

CS(=O)(=O)c1ccc(Cl)c(NC(=O)CN2C(=O)C3CCCCC3C2=O)c1 (stereo not drawn)
  A = 1 | B = 1.1 | C = 8 | D = -11 | E = -3 | F = 11 | G = 1 | H = 1 | I = -3 | J = 0

Cc1ccc(/C=C/C(=O)c2nc3ccccc3[nH]2)cc1
  A = 0 | B = 1.8 | C = 21 | D = 3 | E = 1 | F = -4 | G = -12 | H = 37* | I = 4 | J = -10

Cc1cc(C)c2[nH]c(=O)c(C(c3nnnn3CC3CCCO3)N3CCCC(C)C3)cc2c1 (stereo not drawn)
  A = nt | B = 0.2 | C = -6 | D = 24 | E = 3 | F = 1 | G = -8 | H = 0 | I = nt | J = -10

CCn1c(SCC(=O)c2ccc(F)cc2)nnc1-c1ccoc1C
  A = 3 | B = -0.1 | C = -6 | D = 2 | E = -1 | F = -4 | G = -8 | H = 9 | I = 26 | J = -15

CC(C)(C)C(=O)Nc1ccc(S(=O)(=O)N2CCC(c3nc4ccccc4[nH]3)CC2)cc1
  A = -2 | B = -1.7 | C = 1 | D = -8 | E = 0 | F = 3 | G = 0 | H = -1 | I = -3 | J = -6

Cc1ccc[n+](-c2[nH]c(=O)sc2/C=N/N=C(\[O-])c2cccnc2)c1
  A = nt | B = 1.2 | C = 6 | D = -7 | E = -4 | F = 2 | G = -6 | H = -1 | I = -1 | J = -11

O=C(Nc1ccc(F)cc1)C1CCCN(S(=O)(=O)c2cccc3cccnc23)C1 (stereo not drawn)
  A = nt | B = 1.1 | C = 1 | D = 5 | E = 0 | F = -2 | G = -15 | H = -4 | I = nt | J = -19

O=C(CN1CCCCC1)NNc1nc(-c2ccccc2)c2cc(Cl)ccc2n1
  A = -7 | B = -0.8 | C = 3 | D = -25 | E = -1 | F = 0 | G = -9 | H = -4 | I = 4 | J = -3

COc1ccc(S(=O)(=O)N2CCOCC2)cc1NC(=O)Cc1c(F)cccc1Cl
  A = -4 | B = -2.1 | C = -20 | D = 10 | E = 8 | F = 0 | G = -2 | H = 1 | I = -5 | J = -12

COc1ccc(-n2nc3c(c2NC(=O)CCCl)CSC3)cc1
  A = -2 | B = -0.8 | C = -4 | D = -8 | E = 1 | F = 3 | G = -8 | H = 2 | I = -11 | J = -9

Assay outcomes from PubChem.
